KCNQ2 block – KCNQ2 potassium channel inhibitors, primary screen, cell-based, CHO-K1, FluxOR thallium flux, B-score (AID 2156); 20 min; stronger effect = lower value; B-score at 10 µM; hit rate 1.1% among 310,000;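 active = fluorescence ratio B-score at most minus 3 library SDs, with starting brightness B-score within 2 library SDs, cut at about -5.5 in these data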
OX1R antag – OX1R (human) antagonism | O43613 | OX1R-expressing cells, FRET antagonist read-out | inhibition, % at 6.6 µM | hit rate 1.8% among 330,000 | AID 485270; in the data active = inhibition mostly above about 38%, no sharp cut-off; inactive = mostly below about 40%;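 also: 0% = agonist challenge alone and 100% = reference antagonist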
Target sequence (O43613 whole entry, looked up): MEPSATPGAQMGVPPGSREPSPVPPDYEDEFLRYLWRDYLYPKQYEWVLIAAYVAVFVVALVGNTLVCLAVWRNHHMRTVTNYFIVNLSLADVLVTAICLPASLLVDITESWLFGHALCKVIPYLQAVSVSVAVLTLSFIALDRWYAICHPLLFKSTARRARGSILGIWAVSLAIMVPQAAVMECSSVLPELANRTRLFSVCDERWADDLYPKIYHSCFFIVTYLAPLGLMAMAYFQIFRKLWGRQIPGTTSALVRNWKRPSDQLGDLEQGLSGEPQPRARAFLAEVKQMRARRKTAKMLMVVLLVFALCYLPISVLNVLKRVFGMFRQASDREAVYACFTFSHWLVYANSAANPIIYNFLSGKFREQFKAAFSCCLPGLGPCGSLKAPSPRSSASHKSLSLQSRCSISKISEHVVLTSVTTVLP
STK33 inh – human STK33 kinase inhibition. Q9BYT3. purified STK33, MBP phosphorylation, ADP-Glo luminescence. inhibition, % at 10 µM. hit rate 0.073% among 320,000. AID 2661;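 active = inhibition at or above 25%, using the most active replicate where run in duplicate; inactive = inhibition below 25%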
Target sequence (Q9BYT3 whole entry, looked up): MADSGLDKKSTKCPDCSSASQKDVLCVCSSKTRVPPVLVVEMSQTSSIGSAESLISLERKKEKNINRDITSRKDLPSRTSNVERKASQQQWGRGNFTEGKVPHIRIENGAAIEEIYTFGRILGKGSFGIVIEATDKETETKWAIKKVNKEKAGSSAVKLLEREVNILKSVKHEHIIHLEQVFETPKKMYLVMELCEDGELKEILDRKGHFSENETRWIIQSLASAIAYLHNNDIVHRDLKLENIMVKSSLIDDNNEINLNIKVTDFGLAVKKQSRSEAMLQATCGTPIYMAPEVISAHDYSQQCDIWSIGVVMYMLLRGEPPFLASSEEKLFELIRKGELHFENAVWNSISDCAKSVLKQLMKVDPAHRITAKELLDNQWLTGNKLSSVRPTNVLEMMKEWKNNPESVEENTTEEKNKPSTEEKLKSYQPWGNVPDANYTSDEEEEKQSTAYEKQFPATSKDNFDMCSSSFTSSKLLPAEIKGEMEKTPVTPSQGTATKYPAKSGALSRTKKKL
Starred values were filed as active, the others as inactive; i = inactive; · = not tested or not shown.

Order of results – KCNQ2 block	OX1R antag	STK33 inh
[1] CN(CC(=O)N1CCCC1)S(=O)(=O)c1cc(Cl)ccc1Cl
  i	7	-0.4
[2] Cc1cccc(N(CC(=O)NC2CCCC2)C(=O)CCC(=O)Nc2nc(C)cs2)c1
  i	18	0.3
[3] CCOc1ccc(C2=CC(=O)C[C@H](c3ccc(OC)cc3)C2)cc1
  ·	6	1.9
[4] CC(=O)c1cc2c(cc1NC(=O)CSc1ccc(S(=O)(=O)N(C)C)cn1)OCO2
  ·	8	-0.5
[5] O=C(O)CC12CC3CC(C1)CC(n1ncc(NCc4ccco4)c(Cl)c1=O)(C3)C2
  i	22	-2.9
[6] S=C(NCCc1ccccc1)Nc1ccc(N2CCCCC2)cc1
  i	-1	-0.3
[7] COc1ccc(C#Cc2c(-c3ccccc3)n(C)c3ccccc23)cc1
  ·	12	0.2
[8] CCCOc1ccc(C(CC(=O)O)NC(=O)CC(c2ccccc2)c2ccccc2)cc1 (stereo not drawn)
  i	21	-1.3
[9] CC(C)(C)c1ccc(OCCC(=O)NNC(=O)c2ccccc2)cc1
  i	18	-0.2
[10] CCCCc1ccc(N/C(N)=N/c2nc(C)cc(C)n2)cc1
  i	24	0.7
[11] Cc1ccc(C(c2nnnn2C2CCCCC2)N2CCc3ccccc32)cc1 (stereo not drawn)
  -5.6*	20	-0.3
[12] Cc1nn(-c2ccccc2)c(N2CCCC2)c1/C=N/NC(=O)c1cccc(S(=O)(=O)Nc2ccc(Cl)cc2)c1
  i	7	·
[13] CCOn1c(=O)c(-c2cccs2)[n+]([O-])c2ccccc21
  i	6	-0.4
[14] NNc1nc2cc3c(cc2s1)OCCO3
  i	13	0.7
[15] COc1ccc(OC)c(-c2csc(NC(=O)C3=NN(c4ccccc4)C(=O)CC3)n2)c1
  i	13	-0.3
[16] O=C(CCS(=O)(=O)c1ccc(Br)cc1)N1CCN(Cc2ccccc2)CC1
  i	30	-0.9
[17] CCN(CC)CC(O)CN(c1ccccc1)S(=O)(=O)c1ccc2ccccc2c1 (stereo not drawn)
  i	9	-0.3
[18] O=C(Nc1ccncc1)c1cccc(S(=O)(=O)N2CCCC2)c1
  i	25	0.7
[19] Cc1cc(Nc2ccccc2)c2c([N+](=O)[O-])cc(C)c(C)c2n1
  ·	23	-1.1
[20] O=C(Nc1ccccc1)C1=C[C@@H](C2CC2)C[C@@H](OCCCCO)O1
  i	14	-0.4
[21] CCN(CC)C(=O)c1sc(NC(=O)c2cc(-c3ccc(C)s3)nc3ccccc23)c(C(=O)OC)c1C
  i	9	-1.2
[22] CCOC(=O)C1(CCOc2ccccc2)CCN(Cc2ccc3nonc3c2)CC1
  i	16	0.3
[23] O=C1CCc2cc(S(=O)(=O)N3CCCCC3)cc3c2N1CCC3
  i	16	-1.6
[24] COc1cc(/C=C2/C(=O)c3cccc([N+](=O)[O-])c3C2=O)c(Br)cc1O
  ·	24	7.1
[25] COc1ccc(OCC(=O)Nc2cccc(NC(=O)c3ccco3)c2)cc1
  i	16	-0.4
[26] CC1(C)OC(=O)C(=CNc2cccc(O)c2)C(=O)O1
  i	26	-1.2
[27] CN(CCCNC(=O)c1cc2c(=O)[nH]c3ccccc3c2n1C)Cc1ccccc1
  i	24	·
[28] COc1ccc(OC)c(CN(CCCN2CCOCC2)S(=O)(=O)c2ccc(NC(C)=O)cc2)c1
  i	6	0.3
[29] Cc1cccc2c1cnn2C(=O)CCC(=O)N1CC(C)CC(C)C1 (stereo not drawn)
  i	12	12
[30] COc1ccccc1NC(=O)c1nn(-c2ccc(Cl)cc2)ccc1=O
  i	35	-5.1
[31] O=C(Nc1ccc(F)cc1)N1CCCN(c2ccc(C(F)(F)F)cn2)CC1
  i	1	2.9
[32] O=C(Nc1ccc([N+](=O)[O-])c(NC(=O)C2CCCO2)c1)C1CCCO1 (stereo not drawn)
  i	62	0.0
[33] CCOC(=O)C1(CC)CC(CSc2nc3ccccc3[nH]2)OC1=O (stereo not drawn)
  i	37	-2.7
[34] Cc1cc(Nc2cc(F)ccc2C)n2ncnc2n1
  i	16	-3.2
[35] O=C(/C=C/c1ccc2c(c1)OCO2)Nc1nc(-c2ccccc2)cs1
  i	26	-1.1
[36] CCC(C)c1ccc(OCC(=O)NNC(=O)C2CCCCC2)cc1 (stereo not drawn)
  i	5	-1.2
[37] COc1ccccc1N1C(=O)N(CC(=O)C(C)(C)C)c2ccccc2S1(=O)=O
  i	-3	7.1
[38] CCn1c(Cc2c(C)[nH]c3ccccc23)n[nH]c1=S
  i	3	-2.4
[39] O=S(=O)(c1ccc(F)cc1)c1nc(-c2ccccc2F)oc1N1CCCCC1
  i	19	1.9
[40] COCC(C)n1c(SCC(=O)NC(=O)Nc2ccc3c(c2)OCCO3)nc2ccccc2c1=O (stereo not drawn)
  i	9	-0.6
[41] COc1ccc(C2C(C(N)=O)=C(C)Nc3nc(CCCO)nn32)cc1 (stereo not drawn)
  i	8	-0.9
[42] CC(C)CN(CCCNC(=O)CN1C(=O)COc2ccc(S(=O)(=O)N3CCOCC3)cc21)CC(C)C
  i	-3	-1.9
[43] Cc1c(NC(=O)CSc2n[nH]c(-c3ccccc3)n2)c(=O)n(-c2ccccc2)n1C
  i	8	-0.5
[44] N#CCCN(Cc1cccnc1)C(=S)NC(=O)c1ccco1
  i	15	-1.3
[45] CCOC(=O)c1c(NC(=O)CNCCOC)sc2c1CCCC2
  i	41	0.5
[46] Cc1cc(C)cc(NC(=O)c2cc(Cl)sc2Cl)c1
  i	9	-0.8
[47] Cc1occc1C(=O)Nc1ccc(S(=O)(=O)N2CCCC2)cc1
  i	7	-1.1
[48] CC(CN1c2ccccc2Sc2ccccc21)N(C)C (stereo not drawn)
  i	22	-0.1
[49] O=C(CCNC(=O)C1CCN(S(=O)(=O)c2ccc(F)cc2)CC1)NCc1cccc(Cl)c1
  i	20	2.1
[50] CCOc1nc(Oc2cccc(C(=O)O)c2)nc(Oc2cccc(C(=O)O)c2)n1
  i	18	1.1
[51] COc1ccc(C(=O)N2CCC(C(=O)NCc3ccccn3)CC2)cc1
  i	8	-0.1
[52] O=C1N/C(=C\c2ccccc2)c2ccccc21
  i	2	-0.1
[53] Cc1nc(Cc2nnc(SCC(=O)N3CCN(c4ccc(F)cc4)CC3)o2)cs1
  ·	11	-0.1
[54] CCOc1cc(Br)c(C=O)cc1OCC
  i	4	-3.3
[55] O=C(CSc1ncc(C(F)(F)F)cc1Cl)N1CCN(S(=O)(=O)c2ccc(Cl)cc2)CC1
  i	-1	-1.3
[56] N#C/C(=C\c1ccccc1)c1nc2ncccc2[nH]1
  i	48	2.7
[57] CC(=O)c1cc(-c2ccc(F)cc2)n(CCC(=O)Nc2cc(C)[nH]n2)c1C
  i	7	0.5
[58] CC(=O)N1c2c(cc(Br)cc2S(=O)(=O)N2CCCCC2)CC1C (stereo not drawn)
  i	14	0.1
[59] S=c1[nH]nc(-c2cnccn2)n1-c1ccccc1
  i	10	0.1
[60] CN(CC(=O)NCCc1ccccc1)CC(=O)Nc1cccc(F)c1
  ·	6	-1.3

Additional structures:
Order of results – KCNQ2 block	OX1R antag	STK33 inh
[61] Cc1ccc(C2(C)NC(=O)N(CC(=O)N3CCN(S(=O)(=O)c4cccc([N+](=O)[O-])c4)CC3)C2=O)cc1 (stereo not drawn)
  ·	5	-1.0
[62] CCOc1cc(CNCCO)cc(Br)c1OCc1ccccc1Cl
  -7.4*	0	-0.3
[63] CCC(=O)N(Cc1cc2cc(OC)ccc2[nH]c1=O)c1cc(C)ccc1C
  i	18	-1.5
[64] C/C(=N/NC(=O)CSCc1ccc(Cl)cc1)c1cccc(NC(=O)c2ccccc2)c1
  i	13	-2.2
[65] CC(C)(C)c1ccc(S(=O)(=O)N2CCCCC2)cc1
  i	13	-1.0
[66] COc1ccc(NC2CC(=O)N(c3cccc([N+](=O)[O-])c3)C2=O)cc1 (stereo not drawn)
  i	7	0.7
[67] O=C(O)CCCN=C1NC2(CCCC2)Cc2ccccc21
  i	13	-1.5
[68] c1ccc2c(N3CCCCC3)nc(N3CCOCC3)nc2c1
  i	25	0.6
[69] COc1ccc(CC(=O)OC(C)C(=O)Nc2c(C)n(C)n(-c3ccccc3)c2=O)cc1OC (stereo not drawn)
  ·	5	0.0
[70] COc1ccc(CNC(=O)CNC(=O)N2CC(=O)Nc3ccccc32)cc1
  i	11	0.1
[71] COc1ccc(OC)c(C(=O)c2ccc(Cl)cc2)c1
  i	8	-0.3
[72] O=S1(=O)CCOCCCN1Cc1ccccc1F
  i	-5	3.4
[73] Cc1cccc(Cn2c(C)nc3ccc([N+](=O)[O-])cc3c2=O)c1
  i	36	-0.6
[74] CCc1ccc(C2c3[nH]c4ccccc4c3CCN2C(=O)c2cc(C)nn2C)cc1 (stereo not drawn)
  i	15	1.1
[75] CC(=O)Nc1ccc(NC(=O)c2ccc(-n3c(C)ccc3C)cc2)cc1
  i	13	-1.6
[76] CC[C@H](C)[C@@H](CNC)NC[C@@H](Cc1ccc(O)cc1)NCC(C)(C)C
  i	23	-0.2
[77] CC(C(=O)Nc1ccc(S(=O)(=O)N2CCOCC2)cc1)N1CCN(c2ccccn2)CC1 (stereo not drawn)
  i	20	1.0
[78] COc1ccc(C(=O)NCCNc2ccc([N+](=O)[O-])cc2)cc1
  i	26	0.0
[79] Cc1ccc(NC(=O)CCl)c(C)c1
  i	8	-0.6
[80] CCCn1nc(NC(=O)CC(C)C)c2cc3cccc(C)c3nc21
  i	6	-1.9
[81] CCn1c2ccccc2c2cc(NC(=O)C/C(C)=N/NC(=O)c3ccccc3N)ccc21
  i	3	7.1
[82] O=C(Nc1ccccn1)c1ccc(S(=O)(=O)c2ccc(Cl)cc2)cc1
  i	7	0.6
[83] CCN(CC)C(=O)C1CCCN(c2ccc([N+](=O)[O-])cc2[N+](=O)[O-])C1 (stereo not drawn)
  i	62	1.3
[84] CCCCN1C(C(=O)Nc2ncccn2)=C(O)c2ccccc2S1(=O)=O
  i	0	0.1
[85] O=C(CN1C(=O)NC2(CCCCCC2)C1=O)Nc1ccc2c(c1)CCC2
  i	12	-1.7
[86] N#Cc1ccccc1OCCCNC1CCCC1
  i	19	-1.9
[87] Cc1no[n+]([O-])c1COc1cccc(/C=N/Nc2nncn2N)c1
  i	68	-1.4
[88] NC(=O)c1nsc(C(=O)N(CC(=O)NCc2ccc3c(c2)OCO3)C2CCCC2)c1N
  i	37	-0.2
[89] Cc1onc(-c2ccccc2Cl)c1C(=O)Nc1nnc(-c2ccc(Cl)cc2Cl)s1
  i	4	1.1
[90] CCC(CO)Oc1cc(NC(=O)Cc2ccccc2)c2ncn(C(C)C)c2c1 (stereo not drawn)
  ·	11	12
[91] S=c1[nH]nc(-c2cccnc2)n1/N=C/c1ccco1
  i	14	-2.3
[92] COc1ccc(C(=O)NC(=S)NC2CCSC2=O)cc1 (stereo not drawn)
  i	15	0.3
[93] Cc1cccc(OCC(=O)N(Cc2ccco2)c2c(N)n(Cc3ccccc3)c(=O)[nH]c2=O)c1
  ·	3	0.2
[94] Nc1n[nH]c(-c2ccc(Br)cc2)c1Cl
  i	12	-0.8
[95] c1ccc(CO/N=C(\c2ccc(C3CC3)nc2)C2CC2)cc1
  -7*	25	-1.0
[96] CC1=NN(c2ccc(C(=O)OC(C)C)cc2)C(=O)/C1=C\C=C\c1ccco1
  i	3	-0.8
[97] O=[N+]([O-])/C=C1\CCCCCN1
  i	8	0.1
[98] C/C(=N/O)c1c(O)c(C)c(-c2ccccc2)n(-c2ccccc2)c1=O
  i	17	-0.4
[99] COc1ccc(C2=NN(C(=O)CSc3ncccn3)C(c3ccc(C)cc3)C2)cc1 (stereo not drawn)
  i	12	-0.3
[100] CCN(C(=O)Cn1cnc2c1c(=O)n(C)c(=O)n2C)C1CCCCC1
  ·	-1	-0.5
[101] CCOc1ncccc1C(=O)N(CC)CC(=O)Nc1ccc(NC(C)=O)cc1
  i	18	-1.8
[102] CN1CCc2c(sc(N)c2C(=O)c2ccc(Cl)cc2)C1
  i	-4	0.7
[103] COc1ccc(/C(C)=N/Nc2nc3ccccc3nc2C)cc1
  i	9	0.6
[104] CCN(CC(=O)Nc1c(F)cccc1F)C(=O)c1ccc(C2SCCS2)cc1
  i	2	·
[105] CN(C(=O)c1ccc2nccnc2c1)C1CCCCC1
  i	11	0.2
[106] Cc1cc(C)c2c(n1)nn1c(NCCCN(C)C)cc(C)nc21
  i	9	-0.5
[107] COc1ccc(CNC(=O)C2=C(C)C(=O)OC23CCC(C)CC3)cc1 (stereo not drawn)
  i	-4	-1.1
[108] CCOc1cc(C2NC(=O)CCC2[N+](=O)[O-])cc(Br)c1OCC (stereo not drawn)
  i	-5	-0.3
[109] COC(=O)c1ccc(COC(=O)CNC(=O)CNC(=O)c2ccc(OC)cc2)cc1
  i	8	-2.4

Four of these compounds in a different format.
100: CCN(C(=O)Cn1cnc2c1c(=O)n(C)c(=O)n2C)C1CCCCC1
  KCNQ2 block = ·
  OX1R antag = -1
  STK33 inh = -0.5

91: S=c1[nH]nc(-c2cccnc2)n1/N=C/c1ccco1
  KCNQ2 block = i
  OX1R antag = 14
  STK33 inh = -2.3

105: CN(C(=O)c1ccc2nccnc2c1)C1CCCCC1
  KCNQ2 block = i
  OX1R antag = 11
  STK33 inh = 0.2

95: c1ccc(CO/N=C(\c2ccc(C3CC3)nc2)C2CC2)cc1
  KCNQ2 block = -7*
  OX1R antag = 25
  STK33 inh = -1.0

Compounds from the list above that have a tert-butyl group (4):
Order of results – KCNQ2 block	OX1R antag	STK33 inh
[9] CC(C)(C)c1ccc(OCCC(=O)NNC(=O)c2ccccc2)cc1
  i	18	-0.2
[37] COc1ccccc1N1C(=O)N(CC(=O)C(C)(C)C)c2ccccc2S1(=O)=O
  i	-3	7.1
[65] CC(C)(C)c1ccc(S(=O)(=O)N2CCCCC2)cc1
  i	13	-1.0
[76] CC[C@H](C)[C@@H](CNC)NC[C@@H](Cc1ccc(O)cc1)NCC(C)(C)C
  i	23	-0.2

Source: PubChem BioAssay (several laboratories)
